Neddylation inh – blocks human cullin neddylation; 360,000 tested, 0.58% active; P61081+Q13564; calls only at 25 µM; TR-FRET cullin neddylation, biochemical; in the data active means inhibition above about 36%
FAS-TE inh – FAS thioesterase (human) inhibition; recombinant FAS-TE, OMFH fluorogenic substrate, fluorescence endpoint; inhibition, % at 15 µM; 360,000 tested, 0.67% active;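 active means compounds whose normalised, plate-corrected inhibition of enzyme fluorescence in the single-dose primary screen is 50% or more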;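 further: 0% = DMSO with enzyme and 100% = substrate without enzyme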
CendR NRP1 mod – NRP-1/CendR interaction modulation. O14786. FAM-RPARPAR peptide binding to NRP-1, fluorescence polarization. inhibition, % at 25 µM. 360,000 tested, 0.85% active. AID 602438;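 active means inhibition or corrected inhibition above about 18%, plus a signal ratio from 0.5 to 1.5, limit read from the data, passing the limit was not always enough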; further: strong numbers were not always called active
MsrA act – activates bovine MsrA enzyme. purified bovine MsrA, absorbance read-out. activation, % at 10.6 µM. 360,000 tested, 0.3% active. AID 602163; in the data active means activation above about 7.5%;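 further: 0% = vehicle and 100% = reference activator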
Rin1 Abl inh – inhibitors of human Rin1-Abl protein interaction; inhibition, % at 7.35 µM; P00519+Q13671; 360,000 tested, 0.4% active; TR-FRET Rin1/Abl binding, biochemical; in the data active means inhibition above about 5%, passing the limit was not always enough
MT1-MMP act inh – blocks activation of human MT1-MMP | P50281 | GFP/RFP ratio change, % at 20 µM | HT1080 RFP-PRO-GFP cells, GFP/RFP ratio fluorescence, overnight; percent of plate control window, DMSO zero | 360,000 tested, 0.061% active | AID 651647;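 active means GFP/RFP ratio change of at least 30% with cell ATP level not reduced by more than half and red fluorescence within 50% of control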; further: strong numbers were not always called active
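Compound: 20 µM single dose, 1% DMSO / System: HT1080 RFP-PRO-GFP cells / Controls: DMSO and RFP-L50D-GFP cell wells / Read-out basis: GFP/RFP fluorescence ratio / Schedule: overnight compound exposure at 37 °C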
eLon inh – inhibitors of E. coli Lon protease. P0A9M0. purified E. coli Lon protease, fluorescence polarization. inhibition, % at 7.94 µM. 360,000 tested, 0.42% active; in the data active means inhibition above about 13%, passing the limit was not always enough;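 further: 0% = enzyme with probe and DMSO and 100% = no enzyme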
SKN-1 block – inhibitors of C. elegans SKN-1; C. elegans VP596 Pgst-4::GFP/RFP ratio, acrylamide-induced, 24 h; inhibition, % at 21.8 µM; 360,000 tested, 0.49% active; AID 624304;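 active means interference check ratio from 0.5 to 1.5 plus GFP to RFP signal ratio inhibition reaching or exceeding a fixed threshold, cut at about 30% in these data, passing the limit was not always enough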; further: some compounds called inactive have numbers as strong as hits
MLLE-PAM2 inh – inhibitors of microRNA-mediated deadenylation, human PABP1 MLLE binding; P11940; GST-MLLE / FITC-PAM2 fluorescence polarization; inhibition, % at 20 µM; 360,000 tested, 0.36% active; AID 588489; in the data active means inhibition above about 35%, passing the limit was not always enough;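 further: plate controls were DMSO wells with GST-MLLE for no effect and wells lacking GST-MLLE protein for full effect; some results filed as inactive read as strong as hits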
Starred values were filed as active, the others as inactive; i = inactive; · = not tested or not shown; & = joins results of further samples. Outcome played no part in choosing rows; any-hit rate near 4%.

compound	Neddylation inh	FAS-TE inh	CendR NRP1 mod	MsrA act	Rin1 Abl inh	MT1-MMP act inh	eLon inh	SKN-1 block	MLLE-PAM2 inh
CC(=O)Oc1ccc2c(C)c(CC(=O)N3CCN(C(=O)C4COc5ccccc5O4)CC3)c(=O)oc2c1C (configuration not stated)	·	1	11	-4	4	6	-11	-15	2
CC1CCN(S(=O)(=O)c2ccc3c(c2)N(CC(=O)NCCCN2CCCC(C)C2)C(=O)CS3)CC1 (configuration not stated)	i	-4	5	-2	4	0	-2	0	3
O=Cc1ccc(C(=O)OCC(=O)Nc2ccc(F)cc2F)cc1	i	1	-2	-2	3	-2	-5	-8	-6
CC1(C)CC(=O)C2=C(C1)Nc1ccccc1NC2c1nc2ccccc2[nH]1 (configuration not stated)	i	-5	0	-3	0	-4	-8	7	-8
COc1ccc(S(=O)(=O)Cc2ccc(C(=O)N3CCN(Cc4ccccc4)CC3)o2)cc1	i	-2	2	0	5	2	2	17	10
COc1ccc2c(CC(=O)OCC(=O)NC(=O)c3cccn3C)coc2c1	i	5	-4	-1	0	0	-3	10	2
CC1(C(=O)NS(=O)(=O)c2cccs2)CCN1C(=O)CC1CC1 (configuration not stated)	i	-5	-6	-5	2	-5	10	17	4
COc1ccc(-c2cc3ccc(OCC(=O)NCC4CCC(C(=O)O)CC4)cc3oc2=O)cc1 (configuration not stated)	i	-4	-8	-7	0	-8	3	8	-4

3 of the entries above in order of their number in MsrA act, low to high:
canonical_smiles | MsrA act
CC1(C(=O)NS(=O)(=O)c2cccs2)CCN1C(=O)CC1CC1 (configuration not stated) | -5
CC(=O)Oc1ccc2c(C)c(CC(=O)N3CCN(C(=O)C4COc5ccccc5O4)CC3)c(=O)oc2c1C (configuration not stated) | -4
CC1CCN(S(=O)(=O)c2ccc3c(c2)N(CC(=O)NCCCN2CCCC(C)C2)C(=O)CS3)CC1 (configuration not stated) | -2

Continuation.
compound	Neddylation inh	FAS-TE inh	CendR NRP1 mod	MsrA act	Rin1 Abl inh	MT1-MMP act inh	eLon inh	SKN-1 block	MLLE-PAM2 inh
CN(Cc1nc2ccccc2c(=O)[nH]1)C(=O)c1ccc(S(=O)(=O)N2CCCC2)cc1	i	-6	1	-2	1	0	1	5	4
O=C(CSc1nnc(SCc2ccc(Cl)cc2)s1)c1ccc2c(c1)OCO2	i	28	0	-5	-2	1	0	3	-84
OC(c1ccc(Cl)c(Cl)c1)c1ncc(-c2ccccc2C(F)(F)F)[nH]1 (configuration not stated)	i	29	3	-1	-1	-2	-6	-2	1
O=C(NC1C(=O)NNC1c1ccccc1)c1ccc(F)cc1 (configuration not stated)	i	-6	4	-3	0	-3	9	-10	15
Cc1ccccc1C(=O)NCCCNC(=O)c1ccccn1	i	1	2	-2	2	-2	0	-10	10
CC(C)CC(c1nc2ccccc2[nH]1)n1c(-c2ccccc2Br)nc2ccccc21 (configuration not stated)	i	9	4	-1	1	1	-1	7	-1
CCCN1CCN(C(=O)Cn2c(=O)oc3cc(S(=O)(=O)NCc4ccccc4)ccc32)CC1	i	-7	3	1	2	3	4	4	1
C(=N\N(c1ccccc1)c1ccccc1)/c1ccccn1	i	18	-2	-6	2	0	2	5	3
COc1ccc2ccccc2c1/C=N/NC(=O)c1ccccc1F	i	9	-13	-3	-1	-1	-7	1	9
Cc1ccccc1CN(C)C[C@@H]1OCc2cnnn2CCCC(=O)N([C@H](C)CO)C[C@H]1C	i	-7	-1	0	4	-1	-13	9	-2
c1ccc(-c2ccc(-c3[nH]ncc3CN3CCC(N4CCSCC4)CC3)cc2)cc1	i	-9	1	-3	1	1	-6	0	5
COc1ccc(O)c(/C=N/NC(=O)CSc2nnc(C)n2-c2ccccc2)c1	i	-1	2	-4	-2	4	1	-4	-9
COc1ccc(-c2csc3ncnc(N4CCN(CCO)CC4)c23)cc1	i	-7	-3	-3	1	-5	-4	4	4
CNc1nc(C)cc(C)c1S(=O)(=O)c1ccc(C)cc1	i	10	-14	-4	2	-1	-8	12	13
NC(=O)c1nsc(C(=O)N(Cc2ccccc2F)C(C(=O)NCC2CCCO2)c2ccc(F)cc2)c1N (configuration not stated)	i	2	10	-2	3	2	9	13	5
Cc1sc(N/N=C/c2cccs2)nc1-c1ccccc1	i	33	-4	-3	-2	-7	-13	7	-6
O=C(CSc1ccc2nnc(CCNC(=O)c3ccccc3)n2n1)Nc1ccccc1	i	-4	-2	1	0	-5	-8	-7	0
COc1ccccc1CNC(=O)COC(=O)c1cnc(C)cn1	i	-9	-3	-5	8	-5	4	-7	-9
O=C(CN1c2cccc3cccc(c23)S1(=O)=O)NCc1ccc(Cl)cc1	i	22	10	0	2	5	-13	9	-11
CCCN1C(=O)C(O)(c2c(C)[nH]c3ccccc23)c2ccccc21 (configuration not stated)	i	3	10	-2	-3	-3	6	22	6
CCOc1cc(C2CC(=O)c3c(ccc4ccccc34)N2)ccc1O (configuration not stated)	i	0	4	-2	1	2	-1	12	13
CCOC(=O)C1CCCN(C(=O)c2cc(C)n(C(C)(C)C)n2)CC1 (configuration not stated)	i	-4	-1	2	3	3	7	19	-5
COc1ccc(/C=N/N2CCN(C3c4ccccc4-c4ccccc43)CC2)cc1O	i	23	1	-4	-1	0	8	3	0
Cc1cc(OCC(=O)OCC(=O)NCc2ccco2)ccc1Cl	i	-5	2	-7	1	2	5	1	-5
O=C1CCC(C(=O)N2CCc3c(Cl)cccc3C2)CN1CCCN1CCOCC1 (configuration not stated)	i	-7	11	-1	-2	-2	-5	8	2
CCOC(=O)C1=CN(Cc2ccco2)S(=O)(=O)NC1c1ccc(Br)cc1F (configuration not stated)	i	5	-21	-11	2	1	-4	2	12
CC(Sc1nncn1C)C(=O)NCCC1=CCCCC1 (configuration not stated)	i	-2	-1	-1	2	4	5	-9	-9
N#C/C=C1\n2c(nc3ccccc32)OC12CCCCC2	i	3	5	2	3	0	12	29	5
COc1ccccc1NS(=O)(=O)c1cc(NC(=O)CNC(=O)c2ccccc2)ccc1C	i	-6	-7	-12	3	0	-2	1	6
CCN(CC(=O)Nc1c(F)cccc1F)C(=O)CN(C)S(=O)(=O)c1ccc(F)cc1	i	-4	13	-3	0	0	-6	14	-6
O=C(OCCN1C(=O)c2ccccc2C1=O)C1CC(O)CN1S(=O)(=O)c1ccc(Cl)cc1 (configuration not stated)	i	-22	-4	-4	2	1	8	11	-1
Cn1c(=O)oc2cc(S(=O)(=O)N3CCc4ccccc43)ccc21	i	8	-15	-2	-2	-5	-5	7	-10
Cc1nc2c(-c3ccc(Cl)cc3)c(C)[nH]n2c(=O)c1Cc1ccccc1	·	12	2	-3	2	2	-7	12	9
COc1ccc(C(=O)NC(=S)N2CCCCC2)cc1	i	-4	2	-12	-3	4	-8	-11	9
CCOc1ccc(NC(=O)CSc2nnc(-c3ccccn3)n2N)cc1	i	-7	-3	-7	-2	-4	-12	-15	-6
COC(=O)C1=C[C@@H](C(=O)OC)C2C3=C(C(=O)C24CCCCC4)[C@H](C)n2c(=O)n(-c4ccccc4)c(=O)n2[C@@H]3C1 (some centres not stated)	i	29	1	-1	0	0	-2	5	-9
O=C1C(Cl)=C(NCCN2CCOCC2)C(=O)c2ccccc21	i	1	15	7	-17	6	-2	29	-2
Cc1ccc(S(=O)(=O)NNC(=S)NCCc2ccccc2)cc1	i	-2	-4	-5	-1	1	3	-1	-9
COC(=O)C1=C(C)N(CC2CC2)C(=O)N[C@H]1c1ccccc1	i	-13	6	-7	5	-3	-3	-3	-8
O=C(O)c1ccc(-n2nnnc2SCc2cccc(Br)c2)cc1	i	-6	1	-1	0	0	7	10	6
COc1cc(NC(=O)c2cccs2)c(C(=O)OCC(=O)NC(=O)NCc2ccccc2)cc1OC	i	10	3	7.9*	-2	13	-7	-3	0
CC(C)c1c(C(=O)N/N=C/C=C/c2ccccc2)nnn1-c1nonc1N	i	7	5	-4	-2	6	2	14	-2
Cc1c(C(=O)C(=O)N2CCCc3ccccc32)c2ccccc2n1C	i	2	3	-7	-1	3	-1	4	14
c1ccc(-c2nc(-c3cccs3)[nH]c2-c2ccccc2)cc1	i	3	-8	-1	-6	-8	-10	5	-11
CCCC(=O)Nc1cc2c3c(c1)CCN3C(=O)CC2	i	-5	5	0	-1	2	7	2	-20
COc1ccc(C[C@H]2CN3C(=NC[C@H]3C)N2CCNC(=O)CCC2CCCCC2)cc1	i	-10	9	-4	4	-2	8	-5	3
CC(N)C12CC3CC(CC(C3)C1)C2 (configuration not stated)	i	-4&-2	2&8	-2&-2	4&1	-4&0	-2&2	9&11	-2&6
OC(COc1ccc(Cl)c2ccccc12)CN1CCN(c2ccccn2)CC1 (configuration not stated)	i	18	-2	-5	2	2	-2	-7	-6
Cc1cc(C)n(CC(=O)n2c3ccccc3c3ccccc32)n1	i	5	-24	-1	-3	0	-4	10	15
COCCNC(C(=O)Nc1ccc(C)cc1[N+](=O)[O-])c1ccccc1 (configuration not stated)	i	-1	2	-4	-4	3	-4	11	5
CCOc1c2ccc(C(=O)NCc3ccc4c(c3)OCO4)cc2nn1C	·	-11	3	-4	0	6	4	-9	-5
Cc1[nH]cnc1CSCc1ccc(F)cc1	i	-10	1	-9	1	4	-5	2	1
Cc1ccc2c(c1)C(=O)CC(O)(C(F)F)O2 (configuration not stated)	·	-6	4	-3	-1	1	2	-2	-4
CC(Sc1n[nH]c(-c2ccccc2F)n1)C(=O)Nc1ccc(S(N)(=O)=O)cc1 (configuration not stated)	i	-8	0	-1	0	4	-5	18	-16
Fc1ccc2nc(C3CCN(Cc4nc(CC5CC5)no4)CC3)[nH]c2c1	i	0	-2	0	2	5	-4	1	-4
Cc1ccc(CN2C(=O)c3ccccc3NC23CCN(Cc2ccccc2)CC3)cc1	·	14	5	2	-2	-3	-12	-9	5

Next section:
compound	Neddylation inh	FAS-TE inh	CendR NRP1 mod	MsrA act	Rin1 Abl inh	MT1-MMP act inh	eLon inh	SKN-1 block	MLLE-PAM2 inh
COc1ccc(CNC(=O)c2cccc(S(=O)(=O)N3CCN(C)CC3)c2)cc1	i	-6	8	-3	1	0	-8	-6	-6
CCCOc1ccc(S(=O)(=O)n2cc(F)c(=O)[nH]c2=O)cc1	i	2	9	-2	1	3	-1	-8	-17
COc1ccc2nc(SCC(=O)Nc3ccc(S(=O)(=O)Nc4nccc(C)n4)cc3)[nH]c2c1	i	-8	-1	-12	-4	-4	-3	-11	-31
Cc1ccc(Nc2nc(N)nc(COC(=O)c3ccc(Br)o3)n2)cc1	i	5	1	-3	-1	0	9	14	-2
COc1ccc(C2C(C(C)=O)=C(O)C(=O)N2CCc2c[nH]c3ccccc23)cc1OC (configuration not stated)	i	-5	10	-5	-2	0	-5	5	-7
Cc1ccc(S(=O)(=O)NCCC(=O)OCn2nnc3ccccc3c2=O)cc1	i	2	8	-2	0	1	-1	1	6
N=c1sccn1CC(=O)Nc1ccc(SC(F)F)cc1	i	-19	5	-5	5	4	-8	-7	23
Cc1ccc(NC(=S)NCC23C=CC(O2)C2C(=O)N(c4ccc(C)cc4)C(=O)C23)cc1 (configuration not stated)	i	13	-3	-6	-1	0	-2	10	31
CCCCCNc1ncnc2c(C)[nH]nc12	i	-12	2	-2	0	1	-1	-5	-15

3 structures already listed, sorted by SMILES length, ascending:
compound	Neddylation inh	FAS-TE inh	CendR NRP1 mod	MsrA act	Rin1 Abl inh	MT1-MMP act inh	eLon inh	SKN-1 block	MLLE-PAM2 inh
CCCCCNc1ncnc2c(C)[nH]nc12	i	-12	2	-2	0	1	-1	-5	-15
COc1ccc(CNC(=O)c2cccc(S(=O)(=O)N3CCN(C)CC3)c2)cc1	i	-6	8	-3	1	0	-8	-6	-6
COc1ccc(C2C(C(C)=O)=C(O)C(=O)N2CCc2c[nH]c3ccccc23)cc1OC (configuration not stated)	i	-5	10	-5	-2	0	-5	5	-7

Source: PubChem BioAssay
